Source: PubChem (National Center for Advancing Translational Sciences (NCATS))
NPSR antagonist = antagonists of human neuropeptide S receptor cAMP signaling | CHO-NPSR cells, cAMP TR-FRET, antagonist mode | Potency, µM (highest dose often 38.3 µM), for inactives: at the highest dose activity change, negative = inhibition, hits mostly inhibitors | 220,000 compounds, 1% hits; further: potency means the concentration at half of the fitted maximal effect; on the % scale 0 is the no-effect control and ±100 the full control effect; nearly all actives have a fitted effect of over 50% in size; many of its hits are not listed in these tables
Target sequence (Q6W5P4 whole entry, looked up): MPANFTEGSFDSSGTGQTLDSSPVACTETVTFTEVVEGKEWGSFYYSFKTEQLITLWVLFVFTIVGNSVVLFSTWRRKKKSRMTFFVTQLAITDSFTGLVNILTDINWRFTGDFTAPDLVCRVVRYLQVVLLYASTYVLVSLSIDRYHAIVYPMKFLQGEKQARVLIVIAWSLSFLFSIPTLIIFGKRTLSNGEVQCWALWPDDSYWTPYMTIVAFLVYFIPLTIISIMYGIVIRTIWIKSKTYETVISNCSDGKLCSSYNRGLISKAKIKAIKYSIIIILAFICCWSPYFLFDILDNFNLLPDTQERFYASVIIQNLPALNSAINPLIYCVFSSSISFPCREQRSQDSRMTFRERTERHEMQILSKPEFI
L3MBTL1 block = inhibitors of human L3MBTL1; Q9Y468; AlphaScreen L3MBTL1–H3K9me1 peptide binding; 230,000 compounds, 0.66% hits; Potency, µM (top dose mostly 57.1 µM), for inactives: at the highest dose activity, negative = inhibition, usual class: inhibitors; AID 485360; further: potency means the concentration at half of the fitted maximal effect; on the % scale 0 is the no-effect control and ±100 the full control effect; nearly all actives have a fitted effect of over 60% in size
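First, the protein-peptide complex forms for 30 min at room temperature (L3MBTL1 50 nM, biotinylated H3K9me1 peptide 75 nM). Next, compounds are pin-transferred and incubated 30 min. Finally, AlphaScreen beads are added and read after 30 min.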
IMPase Li inh = cell-permeable IMPase inhibitors with lithium potentiation. CHO-M1 cells, IP1 TR-FRET (IP-One), carbachol + lithium. 210,000 compounds, 0.35% hits. Potency, µM (highest dose often 59.4 µM), without a hit: top-dose activity, negative = IMPase inhibition, most hits filed as inhibitors. AID 1457;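 further: IP1 builds up when IMPase is blocked and the TR-FRET signal falls; potency means the concentration at half of the fitted maximal effect; plate controls were basal vehicle for no effect and high inhibitor control for full effect; nearly all actives have a fitted effect of over 50% in size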
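CHO cells stably expressing M1 receptor (2000/well) were cultured 16–30 h, then exposed to compounds with a small lithium addition for 30 min at 37C. IP1 was measured by TR-FRET competition; AC50 from Hill fits.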
Luc counter = blocks Kinase-Glo luciferase, a counter-screen artifact; Q27757; Potency, µM (doses to about 38.3 µM), without a hit: at the top dose activity change, negative = inhibition, usual class: inhibitors; 200,000 compounds, 0.28% hits; Kinase-Glo luciferase, ATP luminescence, 8 min; further: potency means the concentration at half of the fitted maximal effect; on the % scale 0 is the no-effect control and ±100 the full control effect; nearly all actives have a fitted effect of over 60% in size
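Compounds were added to a substrate mix at pH 7.2 (50 mM imidazole, 10 uM ATP, within the enzyme's linear range), followed by Kinase-Glo detection reagent; luminescence was measured after 8 minutes at ambient temperature.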
CBFb RUNX1 block = inhibitors of human CBF-beta and RUNX1 interaction; Q01196+Q13951; Potency, µM (highest dose often 59.8 µM), for inactives: top-dose activity, negative = inhibition, usual class: inhibitors; AlphaScreen CBFb-His/RUNX1-biotin binding, biochemical; 230,000 tested, under 10 active; AID 1477; further: % of control where 0% means no effect
Target sequence (Q01196 whole entry, looked up): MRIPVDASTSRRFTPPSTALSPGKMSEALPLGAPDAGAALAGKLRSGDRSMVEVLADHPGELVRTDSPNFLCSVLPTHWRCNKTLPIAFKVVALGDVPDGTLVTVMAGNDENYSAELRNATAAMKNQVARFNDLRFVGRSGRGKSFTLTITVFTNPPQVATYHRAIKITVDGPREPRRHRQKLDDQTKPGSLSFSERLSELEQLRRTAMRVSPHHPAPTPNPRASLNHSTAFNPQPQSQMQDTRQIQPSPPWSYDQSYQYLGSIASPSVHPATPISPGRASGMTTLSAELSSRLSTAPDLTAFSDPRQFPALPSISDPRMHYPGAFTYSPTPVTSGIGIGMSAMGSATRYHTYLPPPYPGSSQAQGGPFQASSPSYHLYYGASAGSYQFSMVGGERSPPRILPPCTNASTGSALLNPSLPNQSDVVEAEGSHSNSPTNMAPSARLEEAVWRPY
Target sequence (Q13951 whole entry, looked up): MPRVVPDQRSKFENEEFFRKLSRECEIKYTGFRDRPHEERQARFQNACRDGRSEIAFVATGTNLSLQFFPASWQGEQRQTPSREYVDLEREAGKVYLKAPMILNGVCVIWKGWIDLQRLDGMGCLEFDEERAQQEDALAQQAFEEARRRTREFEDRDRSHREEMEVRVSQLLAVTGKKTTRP
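His-tagged CBF-beta and biotinylated RUNX1 (30 nM each) were premixed 20 min at room temperature, exposed to compound for 15 min, then given nickel-chelate and streptavidin AlphaScreen beads (50 ng each). After 90 min, AlphaScreen signal was read.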
HTT aggregate = mutant huntingtin aggregation inhibition. PC12 HttQ103-GFP aggregates, Acumen cytometry, 40 h. Potency, µM (top dose mostly 46.1 µM), for the others: at the highest dose activity change, negative = inhibition, actives largely listed as inhibitors. AID 1688. 220,000 compounds, 1.1% hits; further: potency means the concentration at half of the fitted maximal effect; on the % scale 0 is the no-effect control and ±100 the full control effect; nearly all actives have a fitted effect of over 60% in size
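Using laser scanning cytometry, GFP-positive aggregates were counted after lysis of PC12 cells induced with 100 nM tebufenozide to express HTT exon 1 Q103–GFP. Compounds were tested in titration.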
Epigenetic derep = regulators of epigenetic silencing causing reporter derepression in mouse cells; AID 1865; 280,000 compounds, 0.2% hits; Potency, µM (titrated, usually from 53.9 µM), for inactives: at the top dose GFP activation, hits mostly activators; murine LDR cells, GFP reporter derepression, 30 h; further: potency means the concentration at half of the fitted maximal effect; % of control where 0% means no effect; nearly all actives have a fitted effect of over 60% in size
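Derepression of a silenced CMV-GFP reporter in murine LDR cells is scored by enumerating GFP-positive cells with a laser-scanning microplate cytometer after 30 hours of treatment at 37 C.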
Active calls of the source: *; ? = inconclusive; . = not tested or not shown; & = joins results of further samples; [ ] = remark or other dose. The call rests on the fitted dose curve; in most records, active means well fitted curve in the direction sought with a large enough effect; inconclusive means small, poorly fitted or top-dose-only effect, or another doubt; inactive means no such curve, though single readings can be large; an effect the other way counts as inactive or inconclusive. Not all compounds are listed; the hit share may differ from the screen's.

| entry | canonical_smiles | NPSR antagonist | L3MBTL1 block | IMPase Li inh | Luc counter | CBFb RUNX1 block | HTT aggregate | Epigenetic derep |
| --- | --- | --- | --- | --- | --- | --- | --- | --- |
| 1 | CCOC(=O)C1=C(Cn2cnc3ccccc32)NC(=O)NC1c1cc(C)ccc1C (stereo unspecified) | ? | -0.3% | 28.7%[38.3 µM] | 1.2% | 0.7% | -14.4% | 0.0% |
| 2 | CC(C)C[C@@H](CC(=O)N[C@@H](CCCN)CC(=O)N[C@@H]1CCNC[C@H]1C(=O)N[C@H](CC(=O)N[C@@H](CCC(=O)O)CC(=O)O)Cc1c[nH]c2ccccc12)NC(=O)[C@@H]1CCCC[C@H]1N | . | . | -0.7% | 1.7% | 9.6% | . | -1.1% |
| 3 | COc1ccc(Cn2nnnc2C(c2ccccc2OC)N2CCC(C(N)=O)CC2)cc1 (stereo unspecified) | -14.2%[46.1 µM] | . | 26.0%[38.3 µM] | 0.3% | 3.8% | 14.6% | -1.1% |
| 4 | CCCCn1nc2cc(C(=O)NCCc3ccc(C)cc3)ccc2c1OCC | -11.4%[46.1 µM] | -0.7% | -12.3%[38.3 µM] | -6.4% | 0.0% | 9.0% | -1.1% |
| 5 | Cc1ccc(-c2nc(CS(=O)CC(=O)NC3CCCC3)c(C)o2)cc1 (stereo unspecified) | -4.9%[46.1 µM] | . | -6.3%[38.3 µM] | 2.4% | 2.2% | 6.2% | 5.2% |
| 6 | COc1cccc(Nc2cc(C)nc3ccccc23)c1 | -0.1%[46.1 µM] | 2.9% | 14.6% | -3.8% | 11.2% | ? | 1.2% |
| 7 | CC(C)CCNc1nc(N2CCCC2)c2c(c1C#N)CCN(C)C2 | ? | -5.5% | 23.7%[38.3 µM] | -8.6% | 2.2% | 4.6% | 0.7% |
| 8 | O=c1cc(-c2ccccc2O)oc2c(O)c(O)ccc12 | . | . | 8.1% | -4.2% | . | . | 0.6% |
| 9 | O=C(CSc1nc2cc(Cl)ccc2o1)Nc1ccc(N2CCOCC2)cc1 | -27.4%[46.1 µM] | -2.7% | . | . | 5.2% | 4.9% | 2.0% |
| 10 | CC(=O)C1=C(C)N(Cc2ccccc2)C(=O)N[C@H]1c1cccc(C(F)(F)F)c1 | -19.5% | 0.1% | 1.0%&6.9% | 1.6%&0.0% | 10.3%&0.0% | ? | -1.1%&-1.0% |
| 11 | Cc1ccc(/C=C2/NC(=O)N(Cc3ccccc3)C2=O)o1 | -49.8% | -1.8% | 7.1% | -2.9% | -18.3% | 25.6% | 14.2% |
| 12 | CCC(=O)N1c2ccccc2NC2=C(C(=O)CC(c3ccco3)C2)C1c1ccco1 (stereo unspecified) | -15.2%[46.1 µM] | . | 4.8%[38.3 µM] | 1.2% | -2.5% | -20.0% | -1.0% |
| 13 | Cc1oc(-c2cc(F)ccc2F)nc1CN1CCCN(C(=O)c2ccco2)CC1 | 9.3% | -1.8% | 4.5% | 1.5% | 8.2% | -1.6% | -3.6% |
| 14 | O=C(N/N=C/c1ccc([N+](=O)[O-])o1)c1cn(-c2ccccc2)nc1-c1ccc(Cl)cc1 | -27.3% | -9.7% | 12.9% | 0.1% | 1.7% | ? | -1.9% |
| 15 | CC(C)c1cc(Br)ccc1OCCN1C(=O)NC(C)(C)C1=O | -12.5% | -12.6%[11.4 µM] | 1.9% | 0.3% | -0.2% | ? | 6.1% |
| 16 | Nc1cc(C(Cl)=C(Cl)Cl)c(S(N)(=O)=O)cc1S(N)(=O)=O | . | 4.0% | 6.0%&-1.9% | -4.8% | -3.2% | 9.1%[20.6 µM] | -1.3% |
| 17 | CCCCCCNS(=O)(=O)c1ccccc1Br | -10.8% | . | . | . | 0.5%&13.9% | -1.1%[9.22 µM] | 2.3% |
| 18 | O=C(OC(C(=O)NC1CCCCC1)c1ccccn1)c1cccs1 (stereo unspecified) | -3.1%[46.1 µM] | 1.9% | -4.8%[38.3 µM] | 2.2% | -3.2% | 2.8% | -2.8% |
| 19 | COc1cc(CNn2cnnc2)ccc1OCC(=O)NC(C)(C)C | -2.4%[46.1 µM] | -2.8% | -4.1%[38.3 µM] | -6.3% | 4.9% | 1.1% | -1.0% |
| 20 | O=C(Nc1ccc(Cl)c(S(=O)(=O)N2CCOCC2)c1)c1ccc(OCC2CCCO2)cc1 (stereo unspecified) | -18.0% | -5.6% | 13.1% | -2.2% | -10.3% | ? | 1.6% |
| 21 | COc1ccc(CCn2c(C)cc(C(=O)CSc3nnnn3C)c2C)cc1 | -4.1%[46.1 µM] | 5.9% | 19.5%[38.3 µM] | -3.9% | -10.2% | 32.2% | 3.5% |
| 22 | CC1=C(/C=C/C(C)=C/C=C/C(C)=C/C=C/C=C(C)/C=C/C=C(C)/C=C/C(=O)[C@]2(C)C[C@@H](O)CC2(C)C)C(C)(C)C[C@H](O)C1 | . | . | -2.1% | -4.3%[39.9 µM] | 5.6% | . | -1.5% |
| 23 | CS(=O)(=O)N1Cc2ccccc2CC1C(=O)OCC(=O)Nc1ccc2ccccc2c1 (stereo unspecified) | -18.5%[46.1 µM] | . | 3.3%[38.3 µM] | 5.6% | -20.7% | 1.3%[9.22 µM] | -3.3% |
| 24 | CN(CCOC(=O)c1ccc2c(c1)OCCO2)C(C)(C)C | 6.0%[46.1 µM] | 5.8% | 4.8% | 3.8% | -0.8% | 3.7% | 0.0% |
| 25 | CCc1nn(CC(=O)NCCCN2CCCC2=O)c(=O)c2cc3sccc3n12 | 0.0%[46.1 µM] | 4.7% | 32.4%[38.3 µM] | -3.1% | 9.7% | -7.9% | -0.8% |

Ordered by formula weight (ascending): 5 of the compounds above.
| entry | canonical_smiles | NPSR antagonist | L3MBTL1 block | IMPase Li inh | Luc counter | CBFb RUNX1 block | HTT aggregate | Epigenetic derep |
| --- | --- | --- | --- | --- | --- | --- | --- | --- |
| 11 | Cc1ccc(/C=C2/NC(=O)N(Cc3ccccc3)C2=O)o1 | -49.8% | -1.8% | 7.1% | -2.9% | -18.3% | 25.6% | 14.2% |
| 17 | CCCCCCNS(=O)(=O)c1ccccc1Br | -10.8% | . | . | . | 0.5%&13.9% | -1.1%[9.22 µM] | 2.3% |
| 21 | COc1ccc(CCn2c(C)cc(C(=O)CSc3nnnn3C)c2C)cc1 | -4.1%[46.1 µM] | 5.9% | 19.5%[38.3 µM] | -3.9% | -10.2% | 32.2% | 3.5% |
| 10 | CC(=O)C1=C(C)N(Cc2ccccc2)C(=O)N[C@H]1c1cccc(C(F)(F)F)c1 | -19.5% | 0.1% | 1.0%&6.9% | 1.6%&0.0% | 10.3%&0.0% | ? | -1.1%&-1.0% |
| 23 | CS(=O)(=O)N1Cc2ccccc2CC1C(=O)OCC(=O)Nc1ccc2ccccc2c1 (stereo unspecified) | -18.5%[46.1 µM] | . | 3.3%[38.3 µM] | 5.6% | -20.7% | 1.3%[9.22 µM] | -3.3% |

Additional entries.
| entry | canonical_smiles | NPSR antagonist | L3MBTL1 block | IMPase Li inh | Luc counter | CBFb RUNX1 block | HTT aggregate | Epigenetic derep |
| --- | --- | --- | --- | --- | --- | --- | --- | --- |
| 26 | O=C1CCCN1CCCN=c1c([N+](=O)[O-])nn(-c2ccc(Cl)cc2)n1O | -5.2% | 4.5% | 8.2% | 2.5% | -6.6% | ? | 2.2% |
| 27 | CCC1(c2ccc(F)cc2)NC(=O)N(CC(=O)Nc2ccc(C)c(S(=O)(=O)N3CCOCC3)c2)C1=O (stereo unspecified) | -9.2% | 1.6% | -0.1% | -0.8% | 4.9% | 0.4% | -1.5% |
| 28 | Cc1ccc(C(=O)/C=C/c2ccc3c(c2)OCCO3)c(O)c1 | -5.5% | -7.8% | . | . | 4.1% | -6.9%[9.22 µM] | 1.2% |
| 29 | O=C(Nc1cc(C(F)(F)F)ccc1F)C1CCC1 | 14.0%[46.1 µM] | . | 9.6%[38.3 µM] | 0.0% | 5.7% | -16.8% | -1.0% |
| 30 | CN(C)c1ccc(NC(=O)c2ccc3nsnc3c2)cc1 | -15.7%[46.1 µM] | -2.7% | 17.4%[38.3 µM] | -3.7% | -9.8% | -16.4% | 0.0% |
| 31 | CC12CCC(=O)N1c1c(sc3nc(N4CCOCC4)c4c(c13)CCCC4)C(=O)N2 (stereo unspecified) | -28.0%[46.1 µM] | . | -16.1%[38.3 µM] | -1.3% | 19.8% | -16.9% | 1.2% |
| 32 | Nc1ccc(S(=O)(=O)Nc2nc(-c3ccccc3)cc(-c3ccccc3)n2)cc1 | -21.1% | . | . | . | 6.9% | -14.4%[9.22 µM] | 1.1% |
| 33 | COc1ccccc1C(=O)N/C(=C/c1cccc([N+](=O)[O-])c1)C(=O)Nc1cccc(C(=O)O)c1 | -15.6% | . | -2.9% | 1.3% | -16.7% | -8.0% | 2.4% |
| 34 | O=C(NC1CC2CCCC(C1)N2Cc1cccs1)N1CCOCC1 (stereo unspecified) | 6.5%[46.1 µM] | 1.7% | 9.2%[38.3 µM] | -5.9% | 6.8% | -1.9% | -1.1% |
| 35 | CCOC(=O)C1=C(c2ccccc2)O/C(=C(/C#N)C(F)(F)F)S1 | 7.94µM* | . | 2.2%[38.3 µM] | -4.3% | 4.6% | ? | ? |
| 36 | O=c1c2ccccc2nc(SCc2cc(F)cc3c2OCOC3)n1Cc1ccco1 | -17.6%[46.1 µM] | . | 20.1%[38.3 µM] | -1.6% | 8.8% | -10.0% | 4.5% |
| 37 | Cc1nc(SCC(=O)Nc2c(C)n(C)n(-c3ccccc3)c2=O)nc(C)c1C | -6.7%[46.1 µM] | 2.2% | -2.4%[38.3 µM] | -5.8% | 2.0% | -11.2% | -1.4% |
| 38 | Cc1ccc(C(=O)COC(=O)CNC(=O)COc2ccccc2C)cc1C | -6.0%[46.1 µM] | 7.3% | 6.6%[38.3 µM] | -1.7% | -1.9% | 12.6% | -0.2% |
| 39 | CC(=O)N(Cc1cc2ccc(C)c(C)c2n2nnnc12)C1CCCC1 | -9.6%[7.67 µM] | -3.2% | -17.2%[38.3 µM] | -4.9% | 6.7% | -5.7% | 1.6% |
| 40 | CCOC(=O)c1sc2ccccc2c1OC(=O)c1ccc(C)cc1 | -10.4%[46.1 µM] | -4.4% | . | . | 3.7% | 3.7% | -0.9% |
| 41 | COc1ccc(C(=O)Nc2ccccc2C(=O)N/N=C/c2ccncc2)cc1OC | 11.2% | 0.0% | . | . | -1.4% | -1.7%[9.22 µM] | 0.2% |
| 42 | Cc1ccc(C2(CC(=O)N3CCCC3)CCOC(C(C)C)C2)cc1 (stereo unspecified) | 0.0%[46.1 µM] | . | 26.6%[38.3 µM] | -1.4% | 11.6% | -12.2%[9.22 µM] | 1.0% |
| 43 | CC(C)Oc1cccc(C(=O)C2CCCN(Cc3cccn3-c3cccnc3)C2)c1 (stereo unspecified) | ? | ? | . | . | -0.3% | 3.4%[9.22 µM] | 6.8% |
